# Assay outcomes: PubChem, The Scripps Research Institute Molecular Screening Center
# PREPL inh: inhibits the human prolyl oligopeptidase-like enzyme; AID 2751; Q4J6C6; inhibition, % at 5.96 µM; recombinant PREPL, fluorescence polarization activity-based probe; actives 0.68% (n = 320,000); in the data active means inhibition above about 43%;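 further: 0% = enzyme with DMSO and 100% = wells lacking enzyme; many of its hits are not listed in these tables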
# Target sequence (Q4J6C6 whole entry, looked up): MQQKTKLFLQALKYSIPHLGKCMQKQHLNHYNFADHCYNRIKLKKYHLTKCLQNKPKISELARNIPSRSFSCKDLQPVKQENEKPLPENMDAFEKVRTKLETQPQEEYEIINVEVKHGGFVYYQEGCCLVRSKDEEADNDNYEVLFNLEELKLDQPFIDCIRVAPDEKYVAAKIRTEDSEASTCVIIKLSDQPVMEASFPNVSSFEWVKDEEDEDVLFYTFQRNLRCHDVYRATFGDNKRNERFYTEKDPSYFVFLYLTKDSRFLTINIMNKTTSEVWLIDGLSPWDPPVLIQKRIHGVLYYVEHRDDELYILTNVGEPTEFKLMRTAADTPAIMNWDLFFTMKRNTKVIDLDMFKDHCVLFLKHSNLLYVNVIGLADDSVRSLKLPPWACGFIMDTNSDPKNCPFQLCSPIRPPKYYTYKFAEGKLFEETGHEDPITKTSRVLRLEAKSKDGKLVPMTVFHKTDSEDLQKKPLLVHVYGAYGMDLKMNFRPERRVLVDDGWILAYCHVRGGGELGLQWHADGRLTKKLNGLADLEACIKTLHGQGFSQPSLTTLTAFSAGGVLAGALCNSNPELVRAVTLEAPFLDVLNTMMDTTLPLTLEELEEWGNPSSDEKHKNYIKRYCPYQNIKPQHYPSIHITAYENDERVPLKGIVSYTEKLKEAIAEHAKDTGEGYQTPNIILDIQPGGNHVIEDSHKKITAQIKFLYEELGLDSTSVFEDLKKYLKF
# PAFAH1B2 inh: PAFAH1B2 (human) inhibition; P68402; recombinant PAFAH1B2, FP-rhodamine activity probe, fluorescence polarization; inhibition, % at 3.39 µM; actives 1.2% (n = 340,000); AID 492953;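 active means inhibition above the mean of all tested compounds plus 3 SD, cut at about 24% in these data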;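 further: 0% = enzyme with DMSO and 100% = wells lacking PAFAH1B2; many of its hits are not listed in these tables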
# Target sequence (P68402 whole entry, looked up): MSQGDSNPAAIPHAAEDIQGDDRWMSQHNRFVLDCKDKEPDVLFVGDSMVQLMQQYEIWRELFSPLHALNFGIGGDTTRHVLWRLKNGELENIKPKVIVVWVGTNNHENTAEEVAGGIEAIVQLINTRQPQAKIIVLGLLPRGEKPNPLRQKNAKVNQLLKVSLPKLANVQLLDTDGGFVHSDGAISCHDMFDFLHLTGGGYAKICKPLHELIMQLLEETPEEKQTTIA
# LYPLA2 counter: counter-screen for PME1 inhibitors: inhibitors of human LYPLA2; O95372; recombinant LYPLA2, FP-Rh probe fluorescence polarization; actives 0.38% (n = 320,000); inhibition, % at 5.9 µM; AID 2177;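 active means inhibition above the screen-wide mean plus 3 SD, limit set per campaign, cut at about 26% in these data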;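 further: 0% = LYPLA2 with DMSO and 100% = wells lacking LYPLA2 enzyme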
# ZTA counter: counter-screen for EBNA-1 inhibitors: inhibitors of Epstein-Barr virus ZTA; P03206; ZTA-DNA binding, fluorescence polarization; inhibition, % at 11 µM; actives 0.15% (n = 320,000); AID 2234; in the data active means inhibition above about 33%
# LYPLA1 inh: blocks human lysophospholipase 1, a PME1 counter-screen | O75608 | recombinant LYPLA1, FP-Rh probe fluorescence polarization | inhibition, % at 5.9 µM | actives 0.16% (n = 320,000);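 active means inhibition above the mean of all tested compounds plus 3 SD, set per campaign, cut at about 14% in these data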;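 further: inhibitors block serine hydrolase probe labeling of LYPLA1 so polarization falls; 0% = enzyme with DMSO and 100% = wells lacking LYPLA1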
# pPAFAH inh: inhibitors of human plasma PAF acetylhydrolase (pPAFAH); inhibition, % at 3.39 µM; recombinant pPAFAH, FP-rhodamine probe fluorescence polarization; actives 1.5% (n = 330,000); Q13093;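 active means inhibition above the mean inhibition across the screen plus 3 SD, cut at about 25% in these data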;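 further: inhibitors block binding of the rhodamine activity-based probe so polarization drops; 0% = enzyme with DMSO and 100% = wells lacking pPAFAH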
# EBNA-1 inhibitor: blocks EBNA-1 binding to DNA; inhibition, % at 14.8 µM; actives 0.34% (n = 300,000); EBNA-1 DNA binding, fluorescence polarization; AID 1950; in the data active means inhibition above about 28%
# PAFAH2 inh: PAFAH2 (human) inhibition | Q99487 | recombinant PAFAH2, FP-rhodamine activity probe, fluorescence polarization | inhibition, % at 3.39 µM | actives 0.99% (n = 340,000) | AID 492956;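 active means inhibition above the mean over all tested compounds plus 3 SD, cut at about 30% in these data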;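 further: inhibitors block probe labeling of enzyme so polarization drops; 0% = enzyme with DMSO and 100% = wells lacking PAFAH2 protein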
# PAFAH1B3 FP inh: PAFAH1B3 (human) inhibition | Q15102 | recombinant PAFAH1B3, FP-rhodamine probe, fluorescence polarization | inhibition, % at 3.39 µM | actives 0.28% (n = 340,000);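 active means inhibition above the screen-wide average of all tested compounds plus 3 SD, cut at about 25% in these data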;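 further: 0% = enzyme with DMSO only and 100% = wells lacking PAFAH1B3 protein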
# Active calls of the source: *; . = no result given.
molecule	PREPL inh	PAFAH1B2 inh	LYPLA2 counter	ZTA counter	LYPLA1 inh	pPAFAH inh	EBNA-1 inhibitor	PAFAH2 inh	PAFAH1B3 FP inh
CCCCNC(=S)N(C)/N=C/c1ccccc1C(=O)O	-6	5	-2	-22	-3	-4	-6	4	-1
CCS(=O)(=O)c1nc(S(=O)(=O)c2ccc(C)cc2)c(NCCCn2ccnc2)s1	-8	2	4	8	-4	0	0	6	10
O=C1/C(=C/c2ccc3c(c2)OCO3)CCC/C1=C\c1ccc2c(c1)OCO2	-2	3	-8	9	2	10	-5	3	1
O=C(O)CC(c1cccc2ccccc12)n1cccc1 (stereo not given)	3	1	-3	-19	-1	6	2	5	5
CCN(CC)CC(=O)Nc1ccc(C)cc1C(=O)c1ccccc1	-7	-4	-6	23	-1	6	6	4	4
Cn1cccc1/C=N/NC(=O)Cc1cccs1	0	.	2	-7	-4	2	10	.	.
CC(/C=N/NC(=O)c1ccc(Cn2cc([N+](=O)[O-])cn2)o1)=C\c1ccccc1	3	-7	0	3	-4	3	12	-7	10
O=C(Nc1cc(S(=O)(=O)Nc2ccc(Cl)cc2)ccc1N1CCCCC1)c1ccc(F)cc1Cl	-6	-30	-49	-7	-32	7	10	-35	-55
CC(C)c1nc(SCC(=O)N2CCCc3ccccc32)c2c(=O)n(C)c(=O)n(C)c2n1	4	4	-7	-15	2	-3	-18	0	-6
CC(=O)C(Cc1ccccc1)NC(=O)CN1CCc2ccccc2C1 (stereo not given)	-8	6	8	27	1	2	4	-7	9
CCCn1nnnc1NC(=O)c1cc(Br)ccc1OC	-4	0	-1	-22	-5	6	0	9	-1
NC(=O)c1ccccc1Br	-2	7	0	9	-3	4	1	-2	6
CS(=O)(=O)N1CCN(C(=O)c2cc(-c3ccncc3)nc3ccc(Cl)cc23)CC1	8	2	-2	11	-8	6	-8	1	2
CC(C)CN(C(=O)CN1CCN(S(=O)(=O)c2ccccc2)CC1)c1c(N)n(CC(C)C)c(=O)[nH]c1=O	9	0	4	-4	-5	2	5	-8	-3
CC(C)c1onc(C(=O)N2CCCCC2C)c1[N+](=O)[O-] (stereo not given)	4	6	1	-6	2	-1	-6	12	10
Cc1ccc(C)c(N(CC(=O)NC2CCCCC2)C(=O)c2csnn2)c1	10	2	3	7	0	3	-17	-3	3
Cn1c2ccccc2c(=O)c2cc(C#Cc3ccccn3)ccc21	3	-2	-4	3	-4	4	3	1	6
CCOc1ncccc1C(=O)NNC(=O)c1cccc(S(=O)(=O)N2CCOCC2)c1	17	4	.	.	.	0	.	-3	-1
COc1ccc(-n2c(=O)c3ccccc3n(CC(=O)NC3CCCCC3)c2=O)cc1OC	-2	-2	7	0	1	-1	0	-1	2
COC(=O)[C@@H]1C[C@H]2CC[C@H](O)C[C@H]2N1Cc1ccc(-c2ccccc2)cc1	2	0	-2	-9	-1	10	-17	-2	-1
Cc1ccc(CNC(=O)C(C)OC(=O)c2cccs2)cc1 (stereo not given)	-14	7	-7	2	-4	6	-12	-1	10
CN(C)C(=O)OCC1COc2ccccc2O1 (stereo not given)	-3	5	-2	2	-3	2	-2	-4	-8
Cc1cc(C)n(-c2nnc(C)n2/N=C/c2ccccc2OCc2ccccc2Cl)n1	10	3	2	7	1	8	7	-1	0
O=C(NCc1ccncc1)c1ccc(Cl)c(S(=O)(=O)N2CCOCC2)c1	-6	7	1	15	-4	3	1	7	4
COc1ccc([C@@H]2[C@@H]3C(=O)N(C(C)(C)C)C(=O)[C@@H]3[C@]3(Cc4ccc(Cl)cc4)C(=O)N(c4ccc(OC)cc4)C(=O)N23)cc1	9	6	-10	10	-4	10	14	-1	8
COc1ccc2sc(-c3ccccc3OC)c(C#CC(C)(C)O)c2c1	11	3	-5	8	-7	-1	.	-9	3
O=C(NCc1ccco1)C1CCN(S(=O)(=O)Cc2ccccc2)CC1	20	-2	3	-10	2	-3	10	3	-5
CNC(=O)c1ccccc1-c1ccccc1	-1	1	-6	-2	1	4	7	-5	5
CCOc1ccccc1NC(=O)Nn1cnnc1	2	2	2	4	0	1	18	-1	-1
O=C(Nc1ccc(-c2n[nH]c(=S)o2)cc1)c1ccccc1Br	0	3	5	0	-2	6	4	2	5
COc1ccc(-c2nc3n(c(=O)c2C#N)CCS3)c(OC)c1	-7	5	0	11	-1	8	1	2	3
O=C(O)C1CCCCC1C(=O)Nc1cccc2ccccc12 (stereo not given)	5	-2	8	1	-1	0	0	-3	0
Oc1cc(O)cc(-c2cc3ccc(O)cc3o2)c1	8	-1	1	7	-4	8	2	-2	6
CCCn1nnc(NC(=O)c2cccc(OCc3ccccc3)c2)n1	-5	19	-3	9	-4	-4	6	1	1
CC(C)(C)C(=O)CNS(=O)(=O)c1ccc(S(=O)(=O)NC2CC2)cc1	-5	3	-4	-12	-1	0	5	4	10
Cc1ccc(Cn2nnnc2CN2CCC(c3nc4ccc(Cl)cc4[nH]3)CC2)cc1	-14	1	0	2	-1	-6	-3	-4	-1
O=C1/C(=C/c2ccccc2)CCC1C1CCCC1 (stereo not given)	10	4	2	16	-2	4	-4	4	2
Cc1cccc2cc(/C=C3\N=C(c4ccccc4)OC3=O)c(N3CCOCC3)nc12	4	3	0	-11	4	0	-8	-8	5
COc1cccc(-n2nnnc2SCC(=O)NC2CCCC2)c1	-2	2	4	-9	-2	3	-3	0	0
c1cnn(-c2cncc(-n3cccn3)n2)c1	-9	0	6	-10	-3	3	-12	5	9

# 3 compounds already listed, ordered by number of heavy atoms, smallest number first.
molecule	PREPL inh	PAFAH1B2 inh	LYPLA2 counter	ZTA counter	LYPLA1 inh	pPAFAH inh	EBNA-1 inhibitor	PAFAH2 inh	PAFAH1B3 FP inh
CNC(=O)c1ccccc1-c1ccccc1	-1	1	-6	-2	1	4	7	-5	5
COc1cccc(-n2nnnc2SCC(=O)NC2CCCC2)c1	-2	2	4	-9	-2	3	-3	0	0
COc1ccc([C@@H]2[C@@H]3C(=O)N(C(C)(C)C)C(=O)[C@@H]3[C@]3(Cc4ccc(Cl)cc4)C(=O)N(c4ccc(OC)cc4)C(=O)N23)cc1	9	6	-10	10	-4	10	14	-1	8

# More compounds follow.
molecule	PREPL inh	PAFAH1B2 inh	LYPLA2 counter	ZTA counter	LYPLA1 inh	pPAFAH inh	EBNA-1 inhibitor	PAFAH2 inh	PAFAH1B3 FP inh
Cc1cccc(N2CCN(C(=O)c3ccc4ccccc4c3)CC2C)c1 (stereo not given)	20	4	.	.	.	-4	.	4	3
COc1ccc2c(-c3ccc(OCCN4CCOCC4)cc3)c(-c3ccccc3OC)sc2c1	.	3	.	.	.	15	.	3	2
CCOC(=O)C1=NN(c2ccccc2)C2=NC(C)=C(C(=O)OC)C(c3ccc(C)cc3)N12 (stereo not given)	1	-1	1	-1	-3	4	-10	3	6
CCS(=O)(=O)NCC(c1ccco1)N1CCN(c2ccccc2)CC1 (stereo not given)	9	-2	22	9	0	-2	-4	3	3
CC(C)c1ccc(NC(=O)COC(=O)c2nn(C)c(=O)c3ccccc23)cc1	17	-1	.	.	.	-6	.	0	2
CCN(CC)CCCNC(=S)N(Cc1cccnc1)Cc1cc2cccc(C)c2[nH]c1=O	-4	-3	-2	22	-1	-4	13	-4	3
Cn1nc(C(=O)Nc2ccc(S(=O)(=O)Nc3ncccn3)cc2)ccc1=O	6	2	-6	0	0	9	3	3	5
O=C(NCCN1C(=O)CSC1=O)c1ccccc1	20	-4	-2	0	-3	0	-15	2	9
COc1ccccc1CNS(=O)(=O)c1cc(C)ccc1OC	-17	0	4	10	2	1	10	-2	0
CNC(=O)CSc1cn(CC(=O)N(C(C)C)C(C)C)c2ccccc12	6	0	-5	4	-3	3	-8	-3	2
CCNc1nc(NCC)n2c(SCC(=O)Nc3ccc(F)cc3[N+](=O)[O-])nnc2n1	-9	0	9	-1	0	1	0	5	-1
Cn1cccc1/C=C1\CC(C(C)(C)C)C/C(=C\c2cccn2C)C1=O (stereo not given)	-9	-1	-12	1	-2	9	4	2	-11
CCOc1cc(C)c(Cl)cc1S(=O)(=O)n1ccnc1	-1	.	-1	12	1	2	-1	.	.
CCCNc1cc(=O)n(C)c(=O)n1C	12	1	-1	2	5	-1	-23	3	3
O=C(O)COc1ccc(-c2nnn(CC(=O)O)n2)cc1	-3	4	-1	1	-2	-2	-1	11	-6
Cc1ccc(-n2nnnc2SCC(=O)N2CCc3ccccc3C2)c(C)c1	-27	4	-7	0	-3	4	0	9	-6
C/C(CC(=O)NC1CCCC1)=N\NC(=O)Cc1cccs1	10	-5	-1	13	0	7	4	-4	2
Cc1cc2cc(CNC(=O)c3cccs3)ccc2n1C	18	0	-3	-3	-4	10	8	3	4
CCCc1cc(=O)[nH]c(SCC(=O)NCCN2C(=O)CSC2=O)n1	15	-2	.	.	.	-2	.	-1	3
Cc1ccc(CS(=O)Cc2ccc(C(=O)NCc3ccc(OC(C)C)cc3)o2)cc1 (stereo not given)	4	3	-4	-16	-3	1	-15	-2	3
O=C(Cc1cccs1)N1CCC(c2nc3c(nnn3Cc3ccc(F)cc3)c(=O)[nH]2)CC1	16	-1	-4	-5	-1	0	-1	6	3
Cn1ncc(Br)c1C(=O)Nc1ccc(Cl)cn1	-5	2	8	3	11	0	11	5	3
Cc1ccc(NC(=O)c2cc(=O)c3ccccc3o2)cc1S(=O)(=O)N1CCOCC1	15	3	-4	-14	-12	0	-8	4	4
CCOC(=O)c1ccc(NC(=O)CSC2=NN3CCCC(=O)N=C3S2)cc1	3	4	-1	15	1	-2	11	12	1
Cc1ccc(-c2nnc(Nc3ccc(C(=O)N(C)C)cc3)c3ccccc23)cc1S(=O)(=O)NCC1CCCO1 (stereo not given)	38	1	-8	5	1	-4	-5	1	11
CCOC(=O)N1CCC(NC(=O)CSCc2nc(-c3ccccc3Cl)oc2C)CC1	15	0	11	-15	0	1	-1	0	2
COc1ccc(/C=N/NC(=O)c2ccc3ccccc3c2)cc1OS(=O)(=O)c1ccc(NC(C)=O)cc1	-31	-40	-47	-25	-19	-54	8	-68	-105
FC(F)(F)c1nnc2ccc(N3CCN(c4ccccc4)CC3)nn12	11	3	5	-8	-5	1	5	4	8
COC(=O)c1ccc(-c2noc(CN(Cc3nccn3C)C(C)C)n2)cc1	-14	2	-9	-4	-1	-4	-14	2	4
CCOc1ccc2[nH]c3c(NCCOC)ncnc3c2c1	16	6	-2	-11	-2	9	-7	1	7
CN(C)S(=O)(=O)Oc1ccccc1C(=O)Nc1ccc(F)cc1	-5	3	-1	-3	0	2	6	6	-9
CCC(=O)N1c2ccc(S(=O)(=O)N3CCCCC3)cc2CC1C (stereo not given)	-5	3	11	-32	-1	5	-7	-6	5
CCOc1ccc(C(=O)NCCC(=O)NCCCC(=O)O)cc1	24	1	6	-4	2	0	-4	-7	14
O=C(O)CCC(=O)Nc1ccc(F)cc1	-4	4	-1	0	0	5	9	-2	0
O=C1NC[C@@H](c2ccccc2)OC(=O)[C@H](Cc2ccc(F)cc2)C/C=C\C[C@H]1CC(=O)N(CCO)Cc1ccccc1	39	29*	.	.	.	-1	.	5	7
O=C(CC(C(=O)O)c1c(F)cccc1Cl)c1ccc(Cl)cc1 (stereo not given)	11	4	-6	-2	-1	-6	-18	6	15
Cc1cc(SCC(=O)c2cccc([N+](=O)[O-])c2)nc(=O)[nH]1	9	6	5	-19	-1	23	-7	0	12
CCN(CC)S(=O)(=O)c1ccc(-c2nnc(SCC(N)=O)n2CC)cc1	-3	5	2	-7	0	0	-5	0	1
CCC1(c2ccccc2)NC(=O)N(CC(=O)NCc2ccc(OC)cc2)C1=O (stereo not given)	7	-11	0	-4	-1	-3	-3	1	3
CC(C)c1ccc(SCc2noc(C(=O)NCC3CCCO3)c2C(=O)O)cc1 (stereo not given)	12	8	5	-5	-1	4	5	9	-2

# Some of the compounds tested. The share of hits here may be higher or lower than overall.
